Bioassay records deposited in PubChem by National Center for Advancing Translational Sciences (NCATS).
ASM inhibitor: human S-ASM enzyme inhibition. Potency, µM (highest dose often 57.5 µM), for inactives: at the top dose activity change, negative = inhibition, hits mostly inhibitors. AID 504937. actives 0.006% (n = 340,000). P17405. placental ASM, HMU-PC fluorogenic substrate, 60 min; further: potency means the concentration at half of the fitted maximal effect
Target sequence (P17405 47-631 limits assumed): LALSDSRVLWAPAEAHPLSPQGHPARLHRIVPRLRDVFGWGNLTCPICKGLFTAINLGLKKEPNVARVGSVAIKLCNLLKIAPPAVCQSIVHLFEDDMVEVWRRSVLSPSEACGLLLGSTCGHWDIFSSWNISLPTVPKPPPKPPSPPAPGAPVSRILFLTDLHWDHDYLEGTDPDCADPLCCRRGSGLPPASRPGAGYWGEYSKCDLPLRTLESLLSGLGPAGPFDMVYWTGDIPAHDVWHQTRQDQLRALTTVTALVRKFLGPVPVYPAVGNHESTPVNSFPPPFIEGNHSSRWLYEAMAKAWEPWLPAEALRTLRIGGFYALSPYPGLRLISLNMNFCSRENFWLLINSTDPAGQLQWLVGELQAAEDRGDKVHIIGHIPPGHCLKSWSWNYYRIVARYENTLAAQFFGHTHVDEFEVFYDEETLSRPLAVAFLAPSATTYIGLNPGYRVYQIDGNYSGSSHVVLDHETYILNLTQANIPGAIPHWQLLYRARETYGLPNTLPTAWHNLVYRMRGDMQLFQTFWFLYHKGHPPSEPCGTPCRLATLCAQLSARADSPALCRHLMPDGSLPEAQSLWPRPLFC
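Human placenta-derived ASM enzyme was preincubated with compound for 10 minutes at room temperature, then given fluorogenic substrate HMU-PC0 (9 uM final) for 60 minutes at 37 °C; a pH 10 stop preceded fluorescence reading at Ex 386/Em 447 nm.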
TSG101-PTAP inh: blocks PTAP/TSG101 interaction to inhibit HIV-1 budding; Q99816; Fluorescence polarization, FITC-PTAP peptide / Tsg101 binding; Potency, µM (highest dose often 115 µM), for inactives: at the highest dose activity change, negative = inhibition, most hits filed as inhibitors; 340,000 tested, under 10 active; active means well fitted inhibition curve with a large enough effect in the main read-out, with a control signal flat, not every such curve was filed as active; inconclusive means small, poorly fitted or top-dose-only effect, or effect the other way, or a change in a side signal; inactive means no such curve, though single readings can be large or run the other way; further: potency means the concentration at half of the fitted maximal effect; % of control where 0% means no effect
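Fluorescence anisotropy tracks displacement of a FITC-tagged PTAP peptide (50 nM) from the Tsg101 binding domain (10 uM), following a 20 min room-temperature incubation at pH 7.5.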
BCR signal inh: chronic active BCR signaling inhibition; ABC-DLBCL IkBa-CBG/CBR reporter, luminescence ratio, 4 h; Potency, µM (series often up to 46.1 µM), inactives show top-dose ratio change, negative = lower green/red ratio, usual class: inhibitors; actives 0.05% (n = 340,000); active means well fitted inhibition curve with a large enough effect in the signal ratio, with a control signal flat, not every such curve was filed as active; inconclusive means small, poorly fitted or top-dose-only effect, or effect the other way, or a change in a side signal; the % refers to the signal ratio;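 further: potency means the concentration at half of the fitted maximal effect; plate controls were basal doxycycline-induced cells for no effect and cells given 10 µM MG132 for full effect; MG132 reads +100%, hits lower the ratio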
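Doxycycline induced both beetle luciferases in TMD8 lymphoma cells; IKK-driven degradation limits the IkappaBalpha-fused green signal, while red luminescence normalises for cell number and nonspecific effects. Compounds tested up to 46 uM, 4 hrs.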
A-T KAP1 phos: potential ataxia-telangiectasia treatment; AID 485349; Potency, µM (highest dose often 57.5 µM), inactives show top-dose activation, most hits filed as activators; actives 0.19% (n = 320,000); […] A-T fibroblasts, KAP-1 phosphorylation AlphaLISA; neocarzinostatin DNA damage 30 min before lysis; further: potency means the concentration at half of the fitted maximal effect; % of control where 0% means no effect; nearly all actives have a fitted effect of over 45% in size
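ATM-like activity read as KAP-1 phosphorylation via AlphaLISA donor/acceptor antibody pairs after lysis and 6 hr at 25C. Cells were ATM-null patient fibroblasts ([…], hTERT), dosed 60 min, then exposed to the DSB inducer NCS for 30 min.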
Tb PFK inh: T. brucei PFK enzyme inhibition. T. brucei PFK, ADP-Glo luminescence. Potency, µM (titrated, usually from 57.5 µM), inactives show at the top dose activity, negative = inhibition, most hits filed as inhibitors. actives 0.17% (n = 330,000);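 further: potency means the concentration at half of the fitted maximal effect; 0% = uninhibited 1x PFK enzyme wells and -100% = no-enzyme wells; nearly all actives have a fitted effect of over 60% in size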
Target sequence (O15648 whole entry, looked up): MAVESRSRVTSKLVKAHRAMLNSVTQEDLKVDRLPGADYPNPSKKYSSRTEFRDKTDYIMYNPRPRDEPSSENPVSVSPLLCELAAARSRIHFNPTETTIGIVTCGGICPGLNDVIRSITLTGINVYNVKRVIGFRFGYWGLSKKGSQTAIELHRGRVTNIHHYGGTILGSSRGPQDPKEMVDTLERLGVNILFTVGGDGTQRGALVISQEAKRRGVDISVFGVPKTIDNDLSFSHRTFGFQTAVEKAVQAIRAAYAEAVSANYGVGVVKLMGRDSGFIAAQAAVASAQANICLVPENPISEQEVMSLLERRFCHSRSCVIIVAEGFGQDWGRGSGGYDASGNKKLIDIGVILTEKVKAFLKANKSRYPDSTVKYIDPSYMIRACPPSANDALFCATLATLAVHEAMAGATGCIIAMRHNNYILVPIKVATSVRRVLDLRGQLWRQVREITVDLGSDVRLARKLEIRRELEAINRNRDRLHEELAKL
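Luminescent ADP detection (ADP-Glo, two-step: ATP depletion then ADP-to-ATP conversion for luciferase) reported PFK activity after 45 min room-temperature reaction of 1.25 nM enzyme with 0.5 mM F6P and 0.1 mM ATP at pH 8.0.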
ELG1 DNA repair: ELG1-dependent DNA repair inhibition. HEK293T ELG1-luciferase reporter, luminescence, 16 h; DNA damage induced by 5-fluorouridine. Potency, µM (series often up to 46.1 µM), inactives show at the highest dose activity change, negative = inhibition, usual class: inhibitors. actives 2.3% (n = 330,000). AID 504467; further: potency means the concentration at half of the fitted maximal effect; on the % scale 0 is the no-effect control and ±100 the full control effect; nearly all actives have a fitted effect of over 55% in size
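HEK293T cells expressing luciferase-tagged ELG1 (2,000/well) received 5-Fluorouridine plus compound or DMSO for 16 hr at 37 °C. Luciferase was read by ONE-Glo luminescence after 30 min at room temperature.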
TSHR antag: blocks TSH signaling through the human TSH receptor; P16473; TSHR-expressing cells, TSH-stimulated cAMP HTRF, 2 h; hits give low values; activity change, negative = inhibition, % at 11.5 µM; actives 0.2% (n = 330,000);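 active means activity change below a set negative limit, meaning inhibition stronger than a set level, cut at about -70% in these data; inconclusive means activity change between two set negative limits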; further: on the % scale 0 is the no-effect control and ±100 the full control effect
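Inhibition of cAMP made by TSHR-expressing cells under TSH stimulation (4nM final, EC80; 2 h, 37 deg C) is quantified with a one-step lysis HTRF kit, anti-cAMP cryptate versus cAMP-d2.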
TCR act: activators of T cell receptors | primary human leukocytes, anti-CD3, IL-2 HTRF, 48 h | Potency, µM (series often up to 9.22 µM), without a hit: at the top dose activation of IL-2 secretion, actives largely listed as activators | 330,000 tested, under 10 active; further: % of control where 0% means no effect
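Compounds are tested in HTS on primary human leukocytes co-incubated with a-CD3 beads for 48 hr. IL-2 output is measured by time-resolved FRET.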
a7 integrin act: integrin-mediated muscular dystrophy alleviation activation; Potency, µM (series often up to 38.3 µM), for inactives: top-dose activation, hits mostly activators; actives 0.064% (n = 350,000); alpha7betagal myoblasts, beta-gal FDG fluorescence, 48 h; AID 624291;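 further: potency means the concentration at half of the fitted maximal effect; 100% = response of the positive control SU9516; nearly all actives have a fitted effect of over 60% in size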
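Alpha7betagal+/- myoblasts (passage 13) were plated 16-24 hr, then exposed to compounds (1:260 dilution of DMSO stock) for 48 hours at 37C. After MPER lysis, β-galactosidase reporter activity was read as FDG fluorescence (ex 480/em 540) after 30 minutes.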
Eya2 phos inh: blocks the phosphatase activity of human Eya2. O00167. recombinant Eya2, OMFP fluorescence dephosphorylation (OMFP is methylfluorescein phosphate). Potency, µM (titrated, usually from 76.9 µM), for inactives: at the highest dose activity, negative = inhibition, actives largely listed as inhibitors. actives 0.006% (n = 330,000). AID 488837; further: potency means the concentration at half of the fitted maximal effect; on the % scale 0 is the no-effect control and ±100 the full control effect
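Eya2 protein (added as 0.2 uM solution) was preincubated with compound for 10 min at ambient temperature in 50 mM HEPES pH 7.5, 50 mM NaCl, 5 uM MgCl2, 0.05% BSA, 1 mM DTT. OMFP (added at 50 uM) then reacted 10 min; fluorescence read at 485/525 nm.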
Mito fusion yeast: inhibitors of mitochondrial division or activators of mitochondrial fusion | S. cerevisiae fusion-defective mutant growth rescue, CellTiterGlo 48 h | Potency, µM (doses to about 46.1 µM), for inactives: top-dose growth rescue (activation), actives largely listed as activators | actives 0.23% (n = 320,000) | AID 485298;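 further: potency means the concentration at half of the fitted maximal effect; % of control where 0% means no effect; nearly all actives have a fitted effect of over 45% in size; temperature-sensitive fusion mutants such as fzo1-1 at 37 °C on non-fermentable ethanol glycerol medium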
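S. cerevisiae fusion-defective temperature-sensitive mutants (e.g. fzo1-1, mgm1-5) grown 48 h at 37C in YPEG (ethanol/glycerol non-fermentable) medium with 23 nl compound per well; growth rescue read as CellTiterGlo luminescence.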
An asterisk follows results filed as active; ? = inconclusive; . = not tested or not shown; [ ] = dose if it differs, or a comment. Unless noted, the call rests on the fitted dose curve; in most records, active means well fitted curve in the direction sought with a large enough effect; inconclusive means small, poorly fitted or top-dose-only effect, or another doubt; inactive means no such curve, though single readings can be large; an effect the other way counts as inactive or inconclusive.

nr	SMILES	ASM inhibitor	TSG101-PTAP inh	BCR signal inh	A-T KAP1 phos	Tb PFK inh	ELG1 DNA repair
1	COc1ccc(NC(=O)CSc2nnc(-c3ccccc3C)n2N)cc1	1%	4%	?	-3%	-6%	7%
2	O=C(NNc1cccc(Cl)n1)Nc1ccccc1	2%	-5%	-9%	0%	-17%	-9%
3	COc1cccc(/C=C(\C#N)c2nc3ccc(C)cc3[nH]2)c1OCC(=O)O	14%	-6%	11%	1%	-11%	2%
4	COc1cccc2cc(-c3ccnc(=S)[nH]3)oc12	.	.	3%	-6%	3%	?
5	COc1ccc(NC(=O)c2c(F)cccc2F)cc1S(=O)(=O)Nc1ccc(Br)cc1	-14%	-3%	?	1%	1%	?
6	COc1ccc(C(=O)Nc2nc(N)n(-c3ccccc3)n2)cc1OC	-1%	-2%	?	-2%	-2%	-13%
7	Cc1ccc(-c2csc(=Nc3cccnc3)n2CCCN2CCCC2=O)cc1C	2%	-2%	?	2%	0%	?
8	Cc1ccc(CSc2nnc(-c3cccc(S(=O)(=O)N4CCOCC4)c3)n2C2CCCC2)cc1	-5%	-5%	-1%	-5%	-5%	?

nr	TSHR antag	TCR act	a7 integrin act	Eya2 phos inh	Mito fusion yeast
1	3	2%	-2%[7.66 µM]	19%	-1%
2	12	.	-14%	-3%	-9%
3	5	-4%	6%	-10%	-1%
4	-8	.	.	-16%	?
5	?	3%[46.1 µM]	4%	3%	25%
6	4	3%	-16%	-7%	1%
7	-15	4%[46.1 µM]	7%	-20%	13%
8	-6	3%[46.1 µM]	4%	-24%	8%

The list goes on.
nr	SMILES	ASM inhibitor	TSG101-PTAP inh	BCR signal inh	A-T KAP1 phos	Tb PFK inh	ELG1 DNA repair
9	COC(=O)C1(CCSC)NC(c2ccc(O)cc2)C2C(=O)N(c3ccc(F)cc3)C(=O)C21 (centres undefined)	3%	0%	0%	1%	-2%	-3%
10	O=C(C1CC=CCC1)N1CCN(C(=O)C2CC=CCC2)CC1 (centres undefined)	1%	0%	1%	-2%	-3%	12%
11	O=C(O)C(CCCCN1C(=O)C2C3C=CC(C3)C2C1=O)N1C(=O)C2C3C=CC(C3)C2C1=O (centres undefined)	2%	1%	0%	2%	3%	7%
12	CCc1ncc(C(O)c2cccc(OC)c2OC)n1C (centres undefined)	3%	-2%	2%	-2%	-1%	-2%
13	O=C(Cc1ccccc1)NNC(=O)c1ccccc1C(=O)O	-3%	2%	?	-3%	0%	11%
14	CN(C)N1C(N)=C(C#N)C(c2ccc3c(c2)OCO3)C2=C1CCCC2=O (centres undefined)	10%	-1%	3%	1%	1%	9%
15	CC(CC(=O)Nc1cc(S(=O)(=O)N2CCOCC2)ccc1OCC(F)(F)F)c1ccccc1 (centres undefined)	-4%	-10%	?	4%	-9%	-13%
16	Cc1nc(SCc2cccc(F)c2)c2oc3ccccc3c2n1	-19%	0%	?	11%	-3%	21µM*

nr	TSHR antag	TCR act	a7 integrin act	Eya2 phos inh	Mito fusion yeast
9	36	-9%	-38%	3%	3%
10	7	-4%[46.1 µM]	4%	-2%	-2%
11	4	0%	27%	-2%	-1%
12	1	-4%	18%	-18%	-1%
13	-2	-11%	-51%[inhibitor]	-3%	5%
14	-5	-4%	0%	5%	-2%
15	3	4%	-7%	-8%	-3%
16	-14	5%	-11%	8%	7%

Reprinted at random: 2 compounds from above.
nr	SMILES	ASM inhibitor	TSG101-PTAP inh	BCR signal inh	A-T KAP1 phos	Tb PFK inh	ELG1 DNA repair
11	O=C(O)C(CCCCN1C(=O)C2C3C=CC(C3)C2C1=O)N1C(=O)C2C3C=CC(C3)C2C1=O (centres undefined)	2%	1%	0%	2%	3%	7%
14	CN(C)N1C(N)=C(C#N)C(c2ccc3c(c2)OCO3)C2=C1CCCC2=O (centres undefined)	10%	-1%	3%	1%	1%	9%

nr	TSHR antag	TCR act	a7 integrin act	Eya2 phos inh	Mito fusion yeast
11	4	0%	27%	-2%	-1%
14	-5	-4%	0%	5%	-2%

The main list resumes with the three entries that preceded the break.
nr	SMILES	ASM inhibitor	TSG101-PTAP inh	BCR signal inh	A-T KAP1 phos	Tb PFK inh	ELG1 DNA repair
14	CN(C)N1C(N)=C(C#N)C(c2ccc3c(c2)OCO3)C2=C1CCCC2=O (centres undefined)	10%	-1%	3%	1%	1%	9%
15	CC(CC(=O)Nc1cc(S(=O)(=O)N2CCOCC2)ccc1OCC(F)(F)F)c1ccccc1 (centres undefined)	-4%	-10%	?	4%	-9%	-13%
16	Cc1nc(SCc2cccc(F)c2)c2oc3ccccc3c2n1	-19%	0%	?	11%	-3%	21µM*
17	Cc1cc(C)c(S(=O)(=O)N2CCN(S(=O)(=O)N3CCOCC3)CC2)c(C)c1	-2%	-3%	-12%	6%	5%	-17%
18	O=C(Nc1cnccn1)Nc1ccccc1F	-2%	0%	?	1%	-3%	?
19	Cc1ccc(-c2nc3sc4c(c3c(=O)n2N)CCCC4)cc1	-10%	-4%	?	4%	2%	?
20	CCCn1nc(C(=O)NCc2ccc3c(c2)OCO3)c2ccccc2c1=O	-3%	-2%	-9%	6%	5%	?
21	CC1(C)CC(=O)C(C=Nc2ccc(NC3=C(C#N)C(=O)CC(C)(C)C3)cc2)=C(O)C1	-2%	-2%	1%	1%	3%	-12%
22	c1nc(N2CCC3(CC2)OCCO3)c2[nH]cnc2n1	3%	-1%	-1%	6%	-1%	8%
23	Cc1cccc(C)c1NC(=S)N=Nc1c(O)n(C)c2ccc(S(=O)(=O)N3CCOCC3)cc12	-6%	-2%	2%	-7%	-1%	?
24	O=C(O)CC1(CC(=O)NCc2ccc(C(F)(F)F)cc2)CCCCC1	2%	-2%	-6%	-4%	3%	11%

nr	TSHR antag	TCR act	a7 integrin act	Eya2 phos inh	Mito fusion yeast
14	-5	-4%	0%	5%	-2%
15	3	4%	-7%	-8%	-3%
16	-14	5%	-11%	8%	7%
17	-3	1%	0%	-11%	-5%
18	23	-8%	-23%	-13%	-4%
19	-17	-3%	24%	2%	10%
20	-9	1%	8%	-1%	-5%
21	-1	-4%	?	9%	1%
22	2	5%	3%	15%	-1%
23	-4	0%	-33%	1%	-4%
24	-4	-3%	3%	2%	1%

Following part.
nr	SMILES	ASM inhibitor	TSG101-PTAP inh	BCR signal inh	A-T KAP1 phos	Tb PFK inh	ELG1 DNA repair
25	Cc1nn(C)c(Cl)c1CN1CCC(CO)(CC2CCCCO2)CC1 (centres undefined)	6%	-2%	1%	1%	-2%	2%
26	Cc1c(NC2=C(Cl)C(=O)N(c3ccccc3)C2=O)c(=O)n(-c2ccccc2)n1C	5%	-4%	?	-2%	-2%	-3%
27	COc1ccc(/C=C(\C#N)C(=O)NC(C)c2ccccc2)cc1O (centres undefined)	-3%	1%	?	-2%	-9%	?
28	CN1C[C@@H]2C[C@@H](c3cccn3-c3nccs3)N3CCC[C@@]23C1=O	1%	-4%	9%	1%	2%	8%
29	CC(C)CC(CC(C)C)=NNC(=O)c1ccc2c(c1)OCO2	2%	-3%	?	-2%	2%	-11%
30	N#Cc1c(/N=C/C=C/c2ccccc2)sc2c1CCCC2	-5%	.	-5%	5%	-5%	?
31	Cc1cccc(CN2C(=O)c3ccccc3Sc3ccc(C(=O)NCCN4CCOCC4)cc32)c1	-3%	-2%	-1%	9%	0%	-8%
32	O=C(Cn1cnc(S(=O)(=O)N2CCCC2)c1)Nc1ccc(OC(F)(F)F)cc1	-5%	-12%	-11%	2%	-8%	17%
33	O=C(NNC(=S)NC(=O)c1cccnc1)c1ccccc1	0%	-6%	?	0%	6%	2%

nr	TSHR antag	TCR act	a7 integrin act	Eya2 phos inh	Mito fusion yeast
25	3	-4%	-46%[inhibitor]	-12%	-1%
26	3	2%	1%	-2%	-1%
27	-4	1%	-28%	-6%	3%
28	4	3%	5%	15%	1%
29	6	1%	-4%	-4%	-3%
30	9	.	-36%	-4%	-3%
31	-16	7%	?	4%	-1%
32	0	1%	12%	-1%	-1%
33	-2	.	-17%	7%	1%

Outcome played no part in choosing rows. About 3.2% of those tested had a hit in this group.
